# Screening data: PubChem BioAssay, several laboratories
# CRFBP-R2 agonist: CRF-BP/CRF-R2 complex agonism; activation, % at 13.2 µM; AID 588473; HEK293 CRF-R2/CRF-BP, calcium dye fluorescence (FLIPR); percent of saturating CRF peptide response; 0.46% of 350,000 active;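 active = activation of at least 50%, plus an integration ratio under a set limit after plate pattern correction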;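 also: plate controls were neutral control wells without compound for no effect and CRF at EC100 for full effect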
# GalR3 antagonist: antagonists of human GalR3; O60755; HEK293 GalR3-CNG cAMP membrane potential fluorescence; galR3 body fused to GalR1 C-terminus; inhibition, % at 3 µM; 0.44% of 360,000 active;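 active = inhibition above the screen-wide average plus 3 SD, cut at about 13% in these data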;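 also: forskolin and galanin both at EC90 stimulate the cells; cAMP rise reported by CNG channel membrane potential dye signal; 0% = forskolin plus galanin with DMSO and 100% = forskolin alone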
# Target sequence (O60755 1-299 limits assumed): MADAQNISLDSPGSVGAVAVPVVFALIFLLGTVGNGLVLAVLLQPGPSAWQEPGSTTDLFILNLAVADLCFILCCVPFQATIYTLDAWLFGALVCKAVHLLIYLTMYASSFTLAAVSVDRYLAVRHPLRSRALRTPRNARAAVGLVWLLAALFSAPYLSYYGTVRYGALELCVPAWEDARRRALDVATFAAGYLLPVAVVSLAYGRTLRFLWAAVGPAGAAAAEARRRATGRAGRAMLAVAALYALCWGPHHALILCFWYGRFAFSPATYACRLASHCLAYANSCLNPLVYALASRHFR
# CRFBP-R2 block: blocks CRF-induced signaling of the CRF-BP/CRF-R2 complex. HEK293 CRF-R2/CRF-BP, CRF-induced calcium fluorescence. inhibition, % at 11.8 µM. 0.59% of 350,000 active;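 active = inhibition of the ligand-induced calcium signal above about 50% at the single tested concentration, limit read from the data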
# * marks the source's active call; other numbers are inactive results. This is a subset (hit frequency here may not be typical).
# Results follow in this order: GalR3 antagonist	CRFBP-R2 block	CRFBP-R2 agonist
COc1ccc(-c2noc(CCC(=O)N3CCN(c4ccccc4OC)CC3)n2)cc1
    -5	15	-3.4
Cc1ccc(S(=O)(=O)Nc2ccccc2C=NNC(=O)c2ccncc2)cc1
    -7	-5	4.2
Cc1cccc(S(=O)(=O)N(C)C[C@H]2OCc3cnnn3CCCC(=O)N([C@@H](C)CO)C[C@H]2C)c1
    4	40	0.1
CC1CC1C(=O)N(CCC1=CCCCC1)c1c(N)n(Cc2ccccc2)c(=O)[nH]c1=O (centres undefined)
    1	-1	0.5
O=C(COc1ccc(F)cc1Br)Nc1ccccc1N1CCOCC1
    -4	-11	3.0
Cn1cccc1CN1CCC[C@]2(N[C@H](c3ccc(C(F)(F)F)cc3)[C@@H]3C(=O)N(Cc4ccccc4)C(=O)[C@@H]32)C1=O
    -4	5	2.1
CCCN(CC(=O)Nc1ccccc1OC)C(=O)C1=COCCO1
    -9	-6	1.4
Cc1cccc(-c2ccc3c(c2)C2CC3CCN2Cc2ccc3c(c2)OCO3)c1 (centres undefined)
    0	-4	7.3
C[C@@H]1CN([C@@H](C)CO)C(=O)CCCn2cc(nn2)CO[C@H]1CN(C)S(=O)(=O)c1cccc(F)c1
    -4	-11	0.1
O=C(Nc1cc(S(=O)(=O)N2CCOCC2)ccc1N1CCCCC1)c1ccc(Cl)cc1
    -5	3	0.6
CON(C)C(=O)/C=C/CCCCNC(=O)OC(C)(C)C
    -3	-3	0.8
COc1ccc(N2C[C@H](CSC)[C@@H](CC(=O)Nc3ccc(Br)cc3)C2=O)cc1
    -4	-8	2.3
CCOC(=O)C1CCN(C(=O)c2ccc(OCC(=O)N3CCOCC3)c(OC)c2)CC1
    -3	-9	1.6
COc1ccc(N2CCN(C(CNC(=O)C3CCCCC3)c3ccco3)CC2)cc1 (centres undefined)
    -2	2	-0.4
O=[N+]([O-])c1ccc(C=NN2CCCCCC2)cc1
    -2	-17	0.1
Cc1ccc(Nc2cccc(C(F)(F)F)c2)nn1
    -6	-14	1.7
CCc1ccccc1NC(=O)CNC(=O)CCNC(=O)Nc1ccccc1
    -4	-3	1.3
CCCCn1c(N)c(N(CC(C)C)C(=O)CSc2nn(-c3ccc(F)cc3)c(=S)s2)c(=O)[nH]c1=O
    -5	4	0.5
CCN(CC)c1ccc2c(C)cc(=O)oc2c1
    3	1	-5.0
COc1ccc(Br)cc1CN(C)C(=O)c1ccccc1SCC(=O)N1CCCC1
    -6	21	-2.0
Cc1c(C(=O)N2CCN(C(=O)c3ccco3)CC2)oc2c(Cl)cccc12
    2	3	-0.4
O=C(NN=Cc1c(O)ccc2ccccc12)c1ccncc1
    -6	-102	149*
N#CCCN(C(=O)COC(=O)c1ccc2ccccc2n1)c1ccccc1
    -2	28	-0.9
O=C(CCC1CCCC1)NCCS(=O)(=O)N1CCN(c2ccc(F)cc2)CC1
    -3	-4	-1.6
Cc1cccc(NC(=O)CSCC(=O)Nc2cccc3ncccc23)c1
    -1	-6	1.7
OCC[C@H]1C[C@@H](O)[C@H](O)[C@]2(Cc3ccccc3CO2)O1
    -5	6	-0.3
N#CC1(c2ccccc2)CCC(=NNS(=O)(=O)c2ccccc2)CC1 (centres undefined)
    -4	-4	-0.1
CC1CCN(C(=O)COc2ccc(S(=O)(=O)N3CCOCC3)cc2)CC1
    -3	9	0.5
COc1ccc(C2CC(c3cccc(C(F)(F)F)c3)=NN2c2ccc(S(N)(=O)=O)cc2)cc1 (centres undefined)
    -5	5	-1.1
Cc1nc(-c2cccc(NC(=O)c3ccc(-n4cccn4)cc3)c2)cs1
    -7	-1	0.0
CSc1nc(N)nc2c1ncn2CC(=O)NCc1ccc2[nH]ccc2c1
    -3	-18	-0.6
NS(=O)(=O)c1ccc(CCNC(=O)CSc2nc3ccsc3c(=O)n2Cc2ccccn2)cc1
    -6	4	-0.5
COc1ccc2c(c1)[C@H]1[C@H](CO2)[C@H](c2ccccc2)[C@]2(C)C(=O)Nc3ccc(Cl)cc3C(=O)N12
    -4	2	1.2
CC(C)N(C(=O)[C@H]1C[C@H](CC(=O)NCc2ccco2)C(=O)N2CCc3c([nH]c4cc(CCC(=O)N(C)C)ccc34)[C@]12C)C(C)C
    -1	60*	-3.4
Cc1ccc(C(=O)OCC(=O)NC2CCS(=O)(=O)C2)c(C)c1 (centres undefined)
    -7	3	-0.1
CCN(CC(=O)Nc1c(Cl)cccc1Cl)C(=O)C1CCN(c2ncnc3sc(C)c(C)c23)CC1
    -4	12	-0.9
O=C(CCC(=O)c1cccs1)NCc1ccccc1Cl
    -5	-4	1.2
COc1cc(C=C(C#N)c2ccc([N+](=O)[O-])cc2)ccc1O
    -1	4	-0.9
Cc1ccccc1NC(=O)Cc1nc(COC(=O)c2nccnc2N)cs1
    -7	2	0.1
C[C@H](CO)N1C[C@H](C)[C@@H](CN(C)Cc2ccc(Cl)c(Cl)c2)Oc2c(NC(=O)c3ccncc3)cccc2C1=O
    -5	-6	-0.7
C[C@H](CO)N1C[C@H](C)[C@@H](CN(C)Cc2cccnc2)OCc2cnnn2CCCC1=O
    -6	18	-1.8
O=C(O)c1cnnc2ccccc12
    2	-9	3.4
CC(=O)Nc1ccc(Nc2nc(-c3c(C)nc4ccccn34)cs2)cc1
    -1	7	-2.4
C=C[C@H]1[C@H](O[C@@H]2O[C@H](CO)[C@@H](O)[C@H](O)[C@H]2O)OC=C2C(=O)OCC[C@]21O
    -1	10	0.9
CCOc1ccc(CCNC(=O)COC(=O)c2cccc(N(C)C)c2)cc1OCC
    -2	-6	-0.5
COc1ccc([C@H]2CC(=O)C=C(c3c(OC)cccc3OC)C2)cc1
    -1	5	0.0
COc1ccc(C(=O)Nc2ccc(NC(C)=O)cc2)cc1S(=O)(=O)N(C)Cc1ccccc1
    4	0	-0.2
Cc1cc(S(=O)(=O)NCCCN2CCOCC2)ccc1Br
    1	-5	0.4
COc1cc(C(=O)NNC(=O)CCOc2cccc(Br)c2)cc(OC)c1OC
    -1	0	-0.7
O=C(COC(=O)CNC(=O)c1ccc(Cl)cc1Cl)NNC(=O)c1ccccc1
    -7	-7	-0.5
Cc1ccc(S(=O)(=O)N2CCN(C(=O)COC(=O)C3(C)CC3(Cl)Cl)CC2)c(C)c1 (centres undefined)
    -4	2	-0.5
CCC(C)CCN1C(N(C)C)=NC[C@@H]1CC(C)C (some centres undefined)
    -5	-14	2.8
C[C@]12c3[nH]c4ccccc4c3CCN1C(=O)C(CC(=O)NCc1ccco1)C[C@@H]2C(=O)N1CCCCC1 (some centres undefined)
    -4	-11	-0.7
O=C(COC(=O)c1ccc2c(c1)OCCO2)NCCc1ccc(F)cc1
    -5	0	0.3
C[C@@H]1CN([C@@H](C)CO)C(=O)CCCn2nncc2CO[C@H]1CN(C)C(=O)C1CC1
    -5	8	0.3
C/C(CC(=O)Nc1c(Cl)cccc1C(F)(F)F)=N\NC(=O)c1cnccn1
    4	8	2.4
O=[N+]([O-])c1cc(S(=O)(=O)N2CCOCC2)ccc1NS(=O)(=O)c1ccccc1
    -3	20	-3.4
O=C(NCCCN1CCCC1=O)c1ccc(S(=O)(=O)Nc2cccc(C(F)(F)F)c2)cc1
    0	-1	0.2
O=C(c1ccc(O)c(Br)c1)c1cc(Br)ccc1O
    4	34	27
Cc1cn([C@H]2C[C@H](O)[C@@H](CNCc3ccc(C#CCCO)cc3)O2)c(=O)[nH]c1=O
    -4	-14	0.3

# The list continues.
# Results follow in this order: GalR3 antagonist	CRFBP-R2 block	CRFBP-R2 agonist
COc1ccc(C(=O)N2CCN(c3ccc(C(C)=O)cc3)CC2)cc1S(=O)(=O)N1CCCC1
    -5	3	-2.5
O=C(NCCS(=O)(=O)NCCCc1ccccc1)c1ccccc1
    -1	10	-1.5
CCc1noc(C)c1C(=O)N(C)CC(=O)Nc1ccc(F)c(F)c1F
    -5	2	-0.5
O=C(OCC(=O)N(CCc1ccccc1)Cc1ccccc1)c1ccc(F)c(S(=O)(=O)N2CCOCC2)c1
    -7	6	7.9
O=C(NNC(=O)c1cccc2ccccc12)c1ccc(F)cc1
    -4	-1	-0.7
CC(=O)c1cccc(OC(=O)Oc2cccc(C(C)=O)c2)c1
    -1	-3	2.1
Cc1ccc(S(=O)(=O)N2CCCCC2)cc1NC(=O)c1cc2ccccc2o1
    -1	-5	1.1
C[C@]12c3[nH]c4ccc(Cl)cc4c3CCN1C(=O)[C@@H](CC(=O)NCCc1ccccn1)C[C@@H]2C(=O)N1CCOCC1
    -5	-5	-3.1
Cc1ccc(NC(=O)C2CC(=O)N(c3ccccc3Cl)C2)cc1S(=O)(=O)N1CCOCC1 (centres undefined)
    -6	6	0.1
CCOC(=O)N1CCN(C(=O)COC(=O)CSc2ccc([N+](=O)[O-])cc2)CC1
    -3	24	-1.8
COc1cc(/C=C/C(=O)OCC(=O)N2c3ccccc3CC2C)cc(OC)c1OC (centres undefined)
    -4	-12	-0.4
COc1ccc(C(=O)NCC(c2ccco2)N2CCc3ccccc32)cc1 (centres undefined)
    -1	11	-1.0
O=C(Nc1cc(S(=O)(=O)N2CCCC2)ccc1Cl)c1ccncc1
    -5	1	0.1
Cc1ccc(C)c(S(=O)(=O)N2CCCC2CNC(=O)C(=O)NCc2ccccn2)c1 (centres undefined)
    -4	6	-1.7
C[C@H](CO)N1C[C@H](C)[C@@H](CN(C)S(=O)(=O)c2ccccc2F)OCc2cnnn2CCCC1=O
    -1	-14	7.6
CCOc1ccccc1NC(=O)c1cc2ccccc2o1
    -7	18	1.2
COc1ccccc1CNC(=O)COC(=O)c1ccccn1
    -1	-6	-1.6
Cc1ccc(N2CCC3CC2c2cc(-c4ccc(C(F)(F)F)cc4)ccc23)cc1 (centres undefined)
    -6	2	1.3
CS(=O)(=O)N(CCc1ccccc1)CC(=O)N1CCCCCC1
    -6	3	-3.4
COCC(=O)N(C)C[C@@H]1Oc2cc(Br)ccc2S(=O)(=O)N([C@H](C)CO)C[C@H]1C
    2	9	0.5
CC(=O)c1ccc(S(=O)(=O)Oc2ccc(C(=O)O)cc2Cl)cc1
    -2	-2	2.2
CCN(CC)c1ccc(S(=O)(=O)N2CCOCC2)cc1NC(=O)CSc1nncn1C
    -4	18	-2.1
CCN(c1ccccc1)S(=O)(=O)c1ccc(C(=O)N2CCN(c3ccccc3)CC2)cc1
    -5	10	-0.7
CSCCC(NC(=O)COc1ccccc1)C(=O)N(C)CC(=O)Nc1ccc(Cl)cc1 (centres undefined)
    -4	-80	36
COc1ccc(Nc2nnc(SCC(=O)NC3CCS(=O)(=O)C3)s2)cc1 (centres undefined)
    -1	6	-0.3
O=C(C[C@@H]1C/C=C\CC[C@@H](Cc2ccc(F)cc2)C(=O)OC[C@@H]2CCCN2C1=O)NCCO
    -6	-4	2.1
COc1ccc(OC)c(NC(=O)CSc2nc3nc(C)cc(C)n3n2)c1
    4	0	-0.3
CN(C)C(CNC(=O)c1ccc(S(=O)(=O)Nc2ccccc2)cc1)c1ccco1 (centres undefined)
    -3	-12	1.0
CCCCN1C2=NC(c3ccccc3)CN2c2ccccc21 (centres undefined)
    1	2	1.1
C[C@H]1CN=C(N(C)C)N1CC1CCCCC1
    -8	1	-0.1
CCN(CC)S(=O)(=O)c1ccc(Cl)c(C(=O)NNC(=O)c2csc(N3CCOCC3)n2)c1
    0	-7	1.1
CCCN(CC(=O)Nc1ccccc1C)C(=O)CCCNC(=O)c1ccc(Cl)cc1
    -3	-14	-0.5
COc1ccc(C2CC(C(C)(C)C)=NN2c2ccc(S(N)(=O)=O)cc2)cc1 (centres undefined)
    -2	1	-3.0
O=C(Nc1csc(Cl)c1)c1ccccc1
    -4	0	-1.1
COc1cccc(C2=CC(=O)CC(C)(C)C2)c1
    -6	8	-0.4

# Sorted by heavy-atom count (lowest first): 3 of the compounds above.
# Results follow in this order: GalR3 antagonist	CRFBP-R2 block	CRFBP-R2 agonist
O=C(COc1ccc(F)cc1Br)Nc1ccccc1N1CCOCC1
    -4	-11	3.0
O=C(COC(=O)CNC(=O)c1ccc(Cl)cc1Cl)NNC(=O)c1ccccc1
    -7	-7	-0.5
CCN(c1ccccc1)S(=O)(=O)c1ccc(C(=O)N2CCN(c3ccccc3)CC2)cc1
    -5	10	-0.7

# Compound profiles, as listed above:
# `COc1cc(C=C(C#N)c2ccc([N+](=O)[O-])cc2)ccc1O` across the screens: GalR3 antagonist: -1; CRFBP-R2 block: 4; CRFBP-R2 agonist: -0.9
# `COc1ccc(C(=O)Nc2ccc(NC(C)=O)cc2)cc1S(=O)(=O)N(C)Cc1ccccc1` across the screens: GalR3 antagonist: 4; CRFBP-R2 block: 0; CRFBP-R2 agonist: -0.2
# `C[C@]12c3[nH]c4ccc(Cl)cc4c3CCN1C(=O)[C@@H](CC(=O)NCCc1ccccn1)C[C@@H]2C(=O)N1CCOCC1` across the screens: GalR3 antagonist: -5; CRFBP-R2 block: -5; CRFBP-R2 agonist: -3.1

# Quoted from the listing.
# COc1ccc(C2CC(C(C)(C)C)=NN2c2ccc(S(N)(=O)=O)cc2)cc1 (centres undefined) | CRFBP-R2 block = 1
# CCCN(CC(=O)Nc1ccccc1C)C(=O)CCCNC(=O)c1ccc(Cl)cc1 | CRFBP-R2 agonist = -0.5
# CCN(CC)S(=O)(=O)c1ccc(Cl)c(C(=O)NNC(=O)c2csc(N3CCOCC3)n2)c1 | CRFBP-R2 agonist = 1.1
# O=C(Nc1csc(Cl)c1)c1ccccc1 | GalR3 antagonist = -4
# COc1cccc(C2=CC(=O)CC(C)(C)C2)c1 | CRFBP-R2 block = 8
